GASC-1 inh: human JMJD2C demethylase inhibition. inhibition, % at 2.35 µM. AID 2099. Q9H3R0. 330,000 compounds, 0.069% hits. GST-JMJD2C(1-420) H3K9me3 demethylation, DELFIA europium;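 active = more than half of a compound's replicate wells show inhibition beyond 50%, single wells judged on their own value; inconclusive = some, but no more than half, of replicates pass 50% inhibition; inactive = no replicate passes 50% inhibition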;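 note: signal counts dimethyl H3K9 product captured on neutravidin plate; 0% = median of DMSO wells and 100% = 0.3 times that DMSO median; strong numbers were not always called active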
Target sequence (Q9H3R0 1-420 limits assumed): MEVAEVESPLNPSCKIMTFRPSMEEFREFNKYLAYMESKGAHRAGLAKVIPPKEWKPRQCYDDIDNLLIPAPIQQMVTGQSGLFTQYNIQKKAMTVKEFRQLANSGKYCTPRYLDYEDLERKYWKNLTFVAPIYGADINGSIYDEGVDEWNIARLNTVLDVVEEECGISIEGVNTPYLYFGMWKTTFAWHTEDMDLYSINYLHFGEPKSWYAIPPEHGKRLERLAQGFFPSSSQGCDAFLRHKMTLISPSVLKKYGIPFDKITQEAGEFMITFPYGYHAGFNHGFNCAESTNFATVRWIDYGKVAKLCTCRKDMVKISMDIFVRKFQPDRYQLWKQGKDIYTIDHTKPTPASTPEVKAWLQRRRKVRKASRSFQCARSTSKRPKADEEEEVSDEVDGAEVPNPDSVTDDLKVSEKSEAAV
* marks the source's active call; other numbers are inactive results; ? = inconclusive. Only part of the results is shown; the hit share may differ from the screen's.

Molecule | GASC-1 inh
NC(=O)COc1ccc2oc(-c3ccccc3)cc(=O)c2c1 | 1.9
COc1ccc(C2=NN(C(=O)CCC(=O)O)C(c3ccccc3)C2)cc1 (stereo not given) | 8.9
CCCCN(CC)C(=O)CSc1nc2c(sc(=S)n2-c2ccc(OCC)cc2)c(=O)[nH]1 | -19.1
CNCCCOc1ccc(C(C)(C)c2ccccc2)cc1 | -20.3
Fc1ccc(-c2nnc3ccccn23)cc1 | 3.3
COC(=O)c1ccccc1NC(=O)CSc1nnc(CNS(=O)(=O)c2ccc(C)cc2)n1C | ?
Cc1c([N+](=O)[O-])c(C(=O)NC2CCCC2)nn1C | -7.8
CC1=C(C#N)C(=O)NC(=O)/C1=C\c1ccc(-c2cc(C)c(C)cc2[N+](=O)[O-])o1 | 19.6
COc1ccc(-c2nnc(SCC(=O)Nc3nc4ccccc4s3)n2C)cc1 | -2.1
COC(C[C@@H](O)[C@@H](C)[C@H](O)COCc1ccccc1)OC | -5.0
COc1ccc(C2CC(c3cccs3)=NN2c2nc(C)c(C(C)=O)s2)cc1OC (stereo not given) | -15.6
CC(C)c1ccc(NC2CCCN(C(=O)c3cc(C(C)C)[nH]n3)C2)cc1 (stereo not given) | -2.7
CCOC(=O)c1cnc(N2CCN(c3ccccc3)CC2)[nH]c1=O | 7.8
Cc1cccn2cc(COc3ccc(-c4ccccc4)cc3)nc12 | 14.0
CC1=NC(=O)C(N=Nc2ccccc2C(=O)O)N1c1ccccc1 (stereo not given) | -9.8
Cc1cc(=O)oc2cc(OCC(=O)N3CCOCC3)ccc12 | -14.3
C#CCOCCOCCOCCNc1nc(N2CCN(C(=O)[C@H](CCCCN)n3cc(C(N)CO)nn3)CC2)nc(N2CCN(C(=O)[C@H](CCC(=O)O)n3cc(C(N)CC(C)C)nn3)CC2)n1 (stereo not given in full) | 9.5
Nc1ccc(-c2cn3cccnc3n2)cc1 | 26.3
Cc1ccc(NC2CCCN(C(=O)CCC(=O)c3ccccc3)C2)cc1C (stereo not given) | -7.4
Cc1ccc(CN2CCC(C(=O)Nc3ccc(Oc4cccnc4)cc3)CC2)cc1 | -12.5
Cn1ncc(Cl)c1C(=O)N1CCN(C(=O)c2ccco2)CC1 | -1.1
Cc1ccc(S(=O)(=O)N(C)CC(=O)N2CCC(C(N)=O)CC2)cc1 | 1.8
O=C(NCc1nc2ccccc2[nH]1)C1=C[C@@H](c2ccc3c(c2)OCO3)C[C@@H](OCc2ccc(CO)cc2)O1 | -18.6
COc1cc(-c2nnc(-c3ccc(S(=O)(=O)c4ccccc4)cc3)o2)cc(OC)c1OC | 3.4
CCOc1ccc2c(c1)c1nnc(SCC(=O)N3CCC(C)CC3)nc1n2C | 34.5
COc1ccc(NC(=O)CC(C)=O)c(OC)c1 | 0.9
C#CCn1cc(C=C2C(=O)c3ccccc3C2=O)c2ccccc21 | 0.2
COc1ccc(NC(=O)CSc2nnnn2C2CCCC2)c(OC)c1 | -10.9
O=[N+]([O-])c1ncn(Cc2c(Cl)cccc2Cl)n1 | 19.2
COc1cc(C)c(Cl)cc1S(=O)(=O)NCc1ccncc1 | -5.0
Cc1nn(C)c(C(=O)NC(=S)Nc2ccc([N+](=O)[O-])cc2)c1Cl | -10.4
COc1ccc(Br)cc1/C=N/n1c(C)nc2ccccc2c1=O | -16.7
Cc1ccccc1Oc1nnc(-c2cccs2)c2ccccc12 | -8.0
CCOc1ccc(S(=O)(=O)N2CCN(S(=O)(=O)c3ccc(C)c(C)c3)CC2)cc1 | 4.6
CCCCC(CC)Cn1c2nc3ccccc3nc2c2c(=N)oc(C)nc21 (stereo not given) | 16.2
Clc1ccc(-c2csc(N3CCOCC3)n2)cc1 | -30.2

The final 2 entries of the part above lead into the next.
Molecule | GASC-1 inh
CCCCC(CC)Cn1c2nc3ccccc3nc2c2c(=N)oc(C)nc21 (stereo not given) | 16.2
Clc1ccc(-c2csc(N3CCOCC3)n2)cc1 | -30.2
COc1ccc(O[C@H]2C=C[C@@H](c3ccccc3)O[C@@H]2COC(=O)CC/C(C)=N/O[C@@H](C)CN2CCCCc3nc(C)c(C)cc32)cc1 | -18.4
O=C(O)c1cc(-c2ccncc2)nc2ccc(F)cc12 | -4.9
CCCN1C(=O)/C(=C/c2ccc3c(c2)OCO3)NC1=S | -5.8
O=c1[nH]c2cc3c(cc2cc1C(c1nnnn1CC1CCCO1)N1CCCCCC1)OCO3 (stereo not given) | ?
CCC(C)(C)NC(=O)C(c1cccn1C)N(Cc1ccccc1)C(=O)Cn1nnc2ccccc21 (stereo not given) | 7.6
Cc1ccc(CNC(=O)c2ccc3nc4[nH]c5ccccc5c4nc3c2)cc1 | 0.3
Cc1ccc(NC(=O)C2CC(O)CN2C(=O)OCc2ccccc2)cc1C (stereo not given) | 6.6
O=C(c1ccc(Cn2cc([N+](=O)[O-])cn2)o1)N1CCCC1 | -6.5
COc1ccc(-c2cc3ncc(-c4ccccc4)c(N)n3n2)cc1 | -3.1
O=C(Cn1ncc(Cl)c(Cl)c1=O)N1CCN(Cc2ccccc2)CC1 | -1.0
Cc1ccc(SCCN2CCN(C)CCC2=O)cc1 | -6.6
CN(C)CCNc1ccc(-c2n[nH]c(=O)c3ccccc23)cc1[N+](=O)[O-] | 11.3
CCOC(=O)C1C(=O)CC(C)(O)C(C(=O)OCC)C1/C=C/c1ccccc1 (stereo not given) | -5.1
O=C(Cn1ncc(Cl)c(Cl)c1=O)N1CCc2ccccc21 | 0.5
COc1ccc(Nc2ncnc3c2cnn3-c2cccc(C)c2)cc1OC | 81.5
Cn1cnc([N+](=O)[O-])c1S(=O)(=O)c1ccc(Cl)cc1 | 4.3
Cc1ccc2oc(C(=O)N(Cc3ccccc3)C3CCS(=O)(=O)C3)c(C)c2c1 (stereo not given) | 12.6
CCOC(=O)C1CCN(c2nc(N)c3c(N)nc(SCC(=O)O)cc3c2C#N)CC1 | ?
Cc1ccc(NC(=O)CNC2CCS(=O)(=O)C2)cc1C (stereo not given) | 1.0
Cc1ccc2c(C)c(C(=O)N3CCCC(C(N)=O)C3)oc2c1C (stereo not given) | -1.8
COc1ccc(S(=O)(=O)N2CCN(S(=O)(=O)c3ccc4c(c3)OCCO4)CC2)cc1C | 0.5
Oc1ccc(/C=N/NC(=S)Nc2cccnc2)c(O)c1O | -34.7
CC(C)(C)c1ccc(-n2ncc3c2CCCC3NC(=O)CCCn2cncn2)cc1 (stereo not given) | -1.7
CN(C)c1nc(OCCNC(=O)Nc2ccccc2)nc(N2CCOCC2)n1 | 43.4
COCCNC(=O)CCCn1c(=O)c2ccccc2n(CC(=O)NCCC2=CCCCC2)c1=O | -6.9
Cn1cc([N+](=O)[O-])c(C(=O)NC2CCCC2)n1 | -14.4
COc1ccc(OCC2c3cc(OC)c(OC)cc3CCN2C(=O)C(C)C)cc1 (stereo not given) | -34.1
COc1cc(C)nc(Oc2ccc(=O)n(C)n2)n1 | -10.6
Oc1ccc2ccccc2c1CN1CCN(c2ccccc2F)CC1 | 0.0
COCCNC(=S)Nc1cc(OC)c(OC)cc1C#N | -0.3
COCCCNC(=O)C(C#N)c1nc2ccccc2nc1N1CCN(Cc2ccccc2)CC1 (stereo not given) | 7.6
C/C(=C/CCC(C)C1CCC2(C)C3CCC4C(C)(C)C(=O)CCC4(C)C3=CCC12C)C(=O)O (stereo not given) | 9.9
COc1ccc(OC)c(CNc2ncc(-c3ccc(F)cc3)n2C)c1 | -15.7
COc1ccc(C(=O)n2ncc(C#N)c2N)cc1 | 2.4
Clc1ccc(/C=C\c2nccc3c2[nH]c2ccccc23)cc1 | -6.8
COc1cccc(NC(=O)Nc2ccc(C(C)(C)C)cc2)c1 | 5.0
Cc1cccc(-n2c(N)cc(=O)nc2SCC(=O)Nc2nnc(CC(C)C)s2)c1 | 33.6
COc1cccc(/C=N/NC(=O)c2cc3c(OC)c(OC)ccc3[nH]2)c1OC | 34.5
O=C(N/N=C1/CC2C=CCC12)c1cccs1 (stereo not given) | -5.5
Fc1ccc(-c2cc3nc(-c4ccccc4)cc(N4CCN(CCN5CCOCC5)CC4)n3n2)cc1 | 43.3
CCC12CCCN3CCC4(C(=C(C(=O)OC)C1)Nc1ccccc14)C32 (stereo not given) | 26.9
COc1cccc2[nH]c3c(N4CC(C)CC(C)C4)ncnc3c12 (stereo not given) | 2.0
CCOc1ccc(C2C(C(=O)c3ccco3)=C(O)C(=O)N2CCCn2ccnc2)cc1 (stereo not given) | -17.7
O=C(NC1CC1)c1cc(-c2ccco2)nc2ccccc12 | -4.6
Cc1ccccc1NC(=S)NNC(=O)c1ccco1 | -3.3
Cc1cc(C)n2nc(C(=O)N3CCCC(N4CCN(c5ccccc5C)CC4)C3)cc2n1 (stereo not given) | -10.5
CCn1cc(C(=O)NCCc2ccc(Cl)cc2)c(=O)c2ccc(C)nc21 | -1.5
COc1cc2nc(-c3ccccc3)nc(N3CCCC3)c2cc1OC | -13.6

A draw from above in order of heavy-atom count, high to low:
Molecule | GASC-1 inh
CCOc1ccc(C2C(C(=O)c3ccco3)=C(O)C(=O)N2CCCn2ccnc2)cc1 (stereo not given) | -17.7
CCn1cc(C(=O)NCCc2ccc(Cl)cc2)c(=O)c2ccc(C)nc21 | -1.5
O=C(N/N=C1/CC2C=CCC12)c1cccs1 (stereo not given) | -5.5

Continuation.
Molecule | GASC-1 inh
CCN1CCS/C1=C\C=C\C1=[N+](CC)CCS1 | -15.5
COC(C[C@@H]1O[C@@H]1[C@H](O)[C@H](C)OCc1ccccc1)OC | 6.9
Cc1ccc(S(=O)(=O)N2CCC(C(=O)Nc3nnc(COc4ccccc4)s3)CC2)cc1 | -30.5
C#CCOCCOCCOCCNc1nc(N2CCN(C(=O)[C@H](CCC(=O)O)n3cc(C(N)Cc4ccc(O)cc4)nn3)CC2)nc(N2CCN(C(=O)[C@H](CCCCN)n3cc(C(N)[C@H](C)CC)nn3)CC2)n1 (stereo not given in full) | -4.3
COc1ccc2o/c(=N/NC(=S)Nc3ccccc3)c(C(N)=O)cc2c1 | -2.7
CN1C(=O)/C(=C\C(=O)c2cccs2)c2ccccc21 | 2.3
O=C(NCc1cccc(Cl)c1)C1CCC(=O)N(CCCN2CCOCC2)C1 (stereo not given) | -10.7
O=C1/C(=C/c2ccc(O)c(O)c2)SC(=S)N1Nc1ccccc1 | 7.6
COc1ccc(CNC(=O)CN2CCC(NC(=O)c3ccc(OC)cc3)CC2)cc1 | -0.6
CCOC(=O)c1c(NC(=O)CSc2ncccn2)sc2c1CCN(Cc1ccccc1)C2 | -7.8
CCN1C(=O)/C(=C\c2cn(-c3ccccc3)nc2-c2cccnc2)SC1=S | 15.3
COc1ccc(C(=O)N2c3cc4c(cc3C(C)=CC2(C)C)OCO4)cc1 | -9.7
Oc1c(C(Nc2nccs2)c2ccc(C(F)(F)F)cc2)ccc2cccnc12 (stereo not given) | 19.3
Cc1cc(NS(=O)(=O)c2ccc(NC(=O)c3cc4c(=O)n5ccccc5nc4s3)cc2)nc(C)n1 | 3.6
COc1ccccc1NC(=O)N(Cc1ccco1)Cc1cc2c(C)ccc(C)c2[nH]c1=O | 0.1
CC1=NOC(=O)/C1=C\c1ccc(-c2ccccc2Br)o1 | -12.4
CCOc1ccc(-n2ccn(CC(=O)NCCc3ccccc3)c(=O)c2=O)cc1 | 2.4
O=C(Nc1ccc2nc(-c3ccco3)c(-c3ccco3)nc2c1)NC1CC1 | 44.9
CCOC(=O)CSc1nnc([C@H](CC(C)C)NC(=O)OC(C)(C)C)o1 | 7.8
CCc1cc(C(=O)N2CCCC(C(=O)c3ccc(C(F)(F)F)cc3)C2)n(C)n1 (stereo not given) | -0.2
Cc1ccc2sc(-c3ccc(NC(=O)/C=C\C(=O)O)cc3)nc2c1 | 2.2
Cc1ccc(NC(=O)c2noc3c2CCC3)cc1C | 0.0
CC1=C(C(=O)Nc2cccc(C)n2)C(c2ccc3c(c2)OCO3)C2=C(CC(c3ccco3)CC2=O)N1 (stereo not given) | 5.5
Cc1cc[n+](-c2[nH]c(=O)sc2/C=N/N=C(\[O-])c2ccccc2)cc1C | 4.6
CSCc1nc2scc(-c3ccccc3)c2c(=O)[nH]1 | -15.1
CSCC(C)N1CCC(n2nccc2NC(=O)CCc2ccccc2)CC1 (stereo not given) | -10.8
Cc1cc(-c2n[nH]c(=S)n2/N=C/c2cc([N+](=O)[O-])ccc2Cl)n[nH]1 | -0.7
COc1cc(/C=C2\SC(=O)N(CCN)C2=O)ccc1OS(=O)(=O)c1cc(C)ccc1C | -12.4
CCN(CC)CCN1C(=O)C(=O)/C(=C(/O)c2ccc(C)cc2)C1c1ccncc1 (stereo not given) | 12.8
CCCCCCCCNC(=S)NCCN1CCCCC1 | 9.8
O=C(NCc1ccon1)C1CCC(=O)N(CCc2cccc(F)c2)C1 (stereo not given) | -8.2
CCn1cc([N+](=O)[O-])c(C(=O)N2CCCC2)n1 | -15.7
Cc1cc(C)c2oc(=O)cc(CN3CCN(Cc4ccc5c(c4)OCO5)CC3)c2c1 | 9.3
CCc1ccc(NC(=O)c2ccc3ncsc3c2)cc1 | -23.6
Cc1nc(N)sc1-c1csc(Nc2ncccn2)n1 | 28.9
Cc1ccccc1-n1ncc2c1CC(C)(C)CC2NC(=O)CCn1cncn1 (stereo not given) | 2.7

Copied from the list:
GASC-1 inh, CCc1ccc(NC(=O)c2ccc3ncsc3c2)cc1 → -23.6
GASC-1 inh, CCN(CC)CCN1C(=O)C(=O)/C(=C(/O)c2ccc(C)cc2)C1c1ccncc1 (stereo not given) → 12.8
GASC-1 inh, CCn1cc([N+](=O)[O-])c(C(=O)N2CCCC2)n1 → -15.7
GASC-1 inh, CSCC(C)N1CCC(n2nccc2NC(=O)CCc2ccccc2)CC1 (stereo not given) → -10.8
GASC-1 inh, Cc1nc(N)sc1-c1csc(Nc2ncccn2)n1 → 28.9
GASC-1 inh, Cc1cc(-c2n[nH]c(=S)n2/N=C/c2cc([N+](=O)[O-])ccc2Cl)n[nH]1 → -0.7
GASC-1 inh, O=C(NCc1ccon1)C1CCC(=O)N(CCc2cccc(F)c2)C1 (stereo not given) → -8.2

Compound activity (PubChem)
